# EP2 modulator – modulators of human EP2 prostaglandin E2 receptor | P43116 | EP2-expressing cells, cAMP HTRF FRET, PGE2 co-stimulation | induction, % at 25 µM | actives 0.83% (n = 260,000) | AID 940;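 active means compounds whose cAMP rise, as percent of the full-agonist control response, exceeds 60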;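 further: rat C6 glioma line stably carrying human EP2 under a CMV promoter; the protocol text gives 20 µM as final concentration; 100% = response of wells given 1 µM PGE2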
# Target sequence (P43116 whole entry, looked up): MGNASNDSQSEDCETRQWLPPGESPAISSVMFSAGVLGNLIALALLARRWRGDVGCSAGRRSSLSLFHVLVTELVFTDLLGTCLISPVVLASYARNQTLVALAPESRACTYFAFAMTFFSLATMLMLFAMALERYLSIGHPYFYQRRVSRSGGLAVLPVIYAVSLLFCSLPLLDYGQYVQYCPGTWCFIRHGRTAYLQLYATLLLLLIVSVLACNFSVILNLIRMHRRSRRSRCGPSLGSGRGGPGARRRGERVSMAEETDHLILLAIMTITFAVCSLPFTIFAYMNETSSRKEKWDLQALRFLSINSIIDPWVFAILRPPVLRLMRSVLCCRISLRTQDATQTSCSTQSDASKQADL
# Runt-CBFb FRET – blocks binding of human RUNX1 Runt domain to CBFb | inhibition, % at 20 µM | actives 0.46% (n = 220,000) | Q01196+Q13951 | AID 1496 | Cerulean-Runt/Venus-CBFb FRET ratio 530/480, 1 h;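 active means inhibition over about 50% at 20 µM in the single-dose screen, limit read from the data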;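 further: 0% = DMSO wells and 100% = excess unlabeled CBFb competitor control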
#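 Buffer or medium: Tris pH 7.5 buffer with BSA. Assay system: Cerulean-labeled Runt domain protein. Amount: each fluorescent fusion protein 100 nM. Read-out basis: loss of energy transfer signal. Incubation: 1 h compound exposure, room temperature. Probe or stimulus: Venus-CBFb binding partner, 100 nM. Detection: FRET, excitation 422 nm, emission at 530 and 480 nm.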
# TNF necrop inh – inhibitors of TNF-alpha induced necroptosis in Jurkat FADD-/- cells. Jurkat FADD-/- TNF necroptosis rescue, ATP luminescence, 24 h; 0 = TNF only, 100 = no-TNF cells. activation (protection from cell death), % at 10 µM. actives 0.068% (n = 220,000);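 active means activation, meaning protection from cell death, of at least 50% relative to plate controls; inactive means activation below 50%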;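 further: necroptosis triggered by 40 ng/mL TNF-alpha added together with compound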
# PGE2 EP2 inh – blocks the human prostaglandin E2 receptor EP2. P43116. inhibition, % at 25 µM. C6 glioma cells expressing human EP2, cAMP TR-FRET; cells stimulated with saturating PGE2. actives 0.52% (n = 260,000);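 active means percent inhibition above 40 after rounding to a whole number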;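 further: rat C6 glioma host cells with rolipram phosphodiesterase inhibitor present; the protocol text gives 20 µM as final concentration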
# PERK inhibitor – inhibitors of human PERK kinase; AID 1416; CHO PERK-DD fusion, SEAP luminescence translation reporter; inhibition, % at 5.6 µM; actives 0.17% (n = 220,000);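 active means inhibition above the mean inhibition of all tested compounds plus 3 SD, set separately per screening campaign, cut at about 2.9% in these data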;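 further: PERK kinase domain activated by AP20187 dimerizer at 100 nM; 0% = DMSO with dimerizer and 100% = rapamycin at 8.4 µM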
# Runt-SMMHC FRET – Runt domain-CBFb-SMMHC interaction inhibition | inhibition, % at 20 µM | Cerulean-Runt/Venus-CBFb-SMMHC FRET ratio 530/480, 1 h | actives 0.74% (n = 220,000) | Q01196+Q13951 | AID 1434;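 active means mean inhibition across duplicate retests at 20 µM reaching about 50%, limit read from the data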;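 further: 0% = DMSO wells and 100% = wells with excess untagged CBFb-SMMHC; inhibitors lower the FRET ratio by blocking Runt binding to CBFb-SMMHC; some results filed as inactive read as strong as hits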
# RBBP9 inhibitor – inhibitors of human serine hydrolase RBBP9 | inhibition, % at 7.94 µM | AID 1515 | recombinant RBBP9, FP-Rh probe fluorescence polarization | actives 0.2% (n = 220,000);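 active means inhibition above the campaign mean of all tested compounds plus 3 SD, cut at about 14% in these data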;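 further: plate controls were DMSO wells with RBBP9 for no effect and wells lacking RBBP9 protein for full effect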
# Target sequence (O75884 whole entry, looked up): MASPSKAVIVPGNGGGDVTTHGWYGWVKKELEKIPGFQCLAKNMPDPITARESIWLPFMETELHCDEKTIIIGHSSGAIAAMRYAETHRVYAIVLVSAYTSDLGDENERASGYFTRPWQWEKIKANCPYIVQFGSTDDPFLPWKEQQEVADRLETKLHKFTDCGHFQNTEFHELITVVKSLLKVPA
#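 Measured by – fluorescence polarization · Test system – RBBP9 protein · Input – 2.5 µM RBBP9 dispensing solution, before mixing · Measure – percent inhibition from mP, scaled between DMSO and no-protein wells · Benchmarks – DMSO-treated enzyme wells and wells lacking RBBP9 · Times – preincubation 30 min plus labeling 45 min at 25 °C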
# Hck Nef HTS – inhibitors of human Hck kinase activated by Nef; P08631; Recombinant Hck-YEEI plus Nef, Z-Lyte FRET kinase assay; inhibition, % at 20 µM; actives 0.68% (n = 220,000);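 active means Hck-Nef kinase inhibition above about 50%, limit read from the data; inactive means inhibition below that limit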;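 further: 0% = DMSO with Hck plus Nef and 100% = Hck alone without Nef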
# Target sequence (P08631 whole entry, looked up): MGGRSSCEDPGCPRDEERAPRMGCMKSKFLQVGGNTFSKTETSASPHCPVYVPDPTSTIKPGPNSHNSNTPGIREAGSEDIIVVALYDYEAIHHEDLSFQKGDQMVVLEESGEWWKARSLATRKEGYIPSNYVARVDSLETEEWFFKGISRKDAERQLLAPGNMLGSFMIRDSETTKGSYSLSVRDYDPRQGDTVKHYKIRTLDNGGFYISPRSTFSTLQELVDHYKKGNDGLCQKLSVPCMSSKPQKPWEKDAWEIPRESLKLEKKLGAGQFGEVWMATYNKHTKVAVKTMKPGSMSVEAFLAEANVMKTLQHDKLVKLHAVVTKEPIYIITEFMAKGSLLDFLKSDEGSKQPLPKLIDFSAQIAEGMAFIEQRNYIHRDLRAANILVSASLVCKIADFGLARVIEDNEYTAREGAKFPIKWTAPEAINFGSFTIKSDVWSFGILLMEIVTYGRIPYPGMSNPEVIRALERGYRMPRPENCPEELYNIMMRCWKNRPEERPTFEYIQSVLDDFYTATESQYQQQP
# zVAD death inh – L929 zVAD cell death inhibition | L929 zVAD necroptosis rescue, ATP luminescence, 24 h; with zVAD 60 µM | viability rescue, % at 10 µM | actives 0.38% (n = 220,000);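 active means activation, scaled between plate controls, above about 75%, limit read from the data; inactive means activation under that limit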;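 further: 0% = zVAD with DMSO and 100% = DMSO alone without zVAD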
# The depositor's hits bear a star; x = not tested or not shown.
Molecule	EP2 modulator	Runt-CBFb FRET	TNF necrop inh	PGE2 EP2 inh	PERK inhibitor	Runt-SMMHC FRET	RBBP9 inhibitor	Hck Nef HTS	zVAD death inh
COc1ccc(C)cc1NC(=O)N1CCC(CO)(CC2CCCCO2)CC1 (stereo not given)	3.7	-0.9	0.6	3.4	0.1	1.6	-9.0	15.9	2.1
CCOc1ccc(/C(O)=C2/C(=O)C(=O)N(CC3CCCO3)C2c2ccco2)cc1 (stereo not given)	32.9	-0.9	-2.5	16.1	-0.3	5.7	-4.8	0.8	0.0
O=C(C1Cc2ccccc2O1)N1CCCCC1 (stereo not given)	8.6	-1.1	2.1	8.3	2.7	1.5	2.8	5.9	0.8
CN(C)CCCNC(=O)c1cc2c3ccccc3n(C)c2s1	-46.8	-0.2	-13.9	2.9	-0.6	-1.4	-0.5	2.4	4.0
CCc1ccccc1S(=O)(=O)Cc1ccc(C(=O)NCc2ccc3c(c2)OCO3)o1	-10.9	0.0	-0.4	5.8	0.0	-2.2	-6.2	2.4	-0.3
COc1ccc(OC)c2[nH]c(=O)c(CCNC(=O)COc3ccccc3)cc12	-29.7	4.3	0.6	x	-1.7	5.6	-8.0	0.3	-0.3
COc1nc(Cl)cn(-c2ccc(C)cc2)c1=O	20.9	-1.2	1.7	3.5	0.8	-1.3	3.4	-0.9	1.3
CCCCc1nc2ccccc2c(NC(=O)CNC(C)(C)C)c1CCC	21.3	-0.8	0.4	8.5	-1.4	1.4	-3.8	-0.6	0.5
Cc1ccnc(NS(=O)(=O)c2ccc(NC(=O)c3ccc(S(=O)(=O)N4CC(C)OC(C)C4)cc3)cc2)n1 (stereo not given)	32.9	0.0	2.3	11.3	0.8	-5.0	-2.3	4.3	0.3
COc1ccc(N(C(=O)c2ccco2)C(C(=O)NC2CCCC2)c2ccc(N(C)C)cc2)cc1 (stereo not given)	33.2	3.5	-3.2	12.5	-1.0	0.3	-6.7	-2.2	-0.3
Cc1cc([N+](=O)[O-])nn1Cn1nc([N+](=O)[O-])cc1C	19.8	2.9	0.9	0.7	1.6	2.9	2.7	-14.7	1.3
Cc1ccc(CCNC(=O)CNC(=S)N(Cc2ccccc2)Cc2cccnc2)cc1	-17.3	0.2	-0.1	0.5	-0.2	2.8	-3.5	20.8	-0.4
N#Cc1c(SCC(N)=O)nc(-c2ccccc2)c2c1CCCC2	24.5	-3.5	-1.5	25.4	-1.2	-0.5	-2.8	2.6	-0.1
CC(=O)c1ccc(N2CCC(C(=O)O)CC2)cc1	13.9	2.0	-0.6	11.5	0.9	-2.5	0.8	24.9	7.5
COc1ccc(S(=O)(=O)Nc2cc(C)ccc2OC)cc1C	15.9	-2.1	-0.8	15.1	-0.9	1.4	-8.6	-12.1	-0.2

# Remaining list, next part:
Molecule	EP2 modulator	Runt-CBFb FRET	TNF necrop inh	PGE2 EP2 inh	PERK inhibitor	Runt-SMMHC FRET	RBBP9 inhibitor	Hck Nef HTS	zVAD death inh
Cn1nnnc1NCc1c(F)cccc1Cl	13.9	0.0	-0.7	16.3	0.5	-5.9	2.3	0.5	0.0
N#Cc1ccccc1CSc1nc2ncc(Br)cc2[nH]1	-4.2	4.4	1.5	10.4	0.3	-0.7	-9.2	-10.6	4.2
CNC(=O)c1csc(-c2ccc(Cl)cc2)n1	9.8	-0.3	-1.6	7.5	0.7	-1.6	2.4	-3.6	1.5
COc1cc(C(=O)N(CCCO)Cc2cc3ccc(C)c(C)c3[nH]c2=O)cc(OC)c1OC	4.5	-4.3	-2.1	14.7	0.8	-2.1	-6.3	-0.8	0.2
CCOC(=O)CN(C(=O)CNC(=O)c1cccs1)C(C(=O)NC1CCCCC1)c1cccnc1 (stereo not given)	16.5	2.1	-1.3	13.5	0.0	-0.6	-1.1	9.1	-1.2
Cc1nc(C(=O)NC2CC2)sc1C1(C)CC(c2cccc([N+](=O)[O-])c2)=NO1 (stereo not given)	-4.3	1.2	2.3	8.0	x	1.9	x	29.1	0.6
COc1cc(Cl)c(C)cc1NC(=S)NN	-29.3	51.4*	0.0	0.3	0.0	30.5	-13.5	35.5	0.1
COc1ccc(Nc2nc3ccc(OC)cc3s2)cc1	-37.0	-0.8	11.3	4.6	0.1	-5.4	-4.8	11.5	3.4
COC(=O)c1sc(N)c(C(=O)OC)c1COC(=O)C1CC(=O)N(Cc2ccco2)C1 (stereo not given)	20.0	6.8	1.6	8.2	1.1	5.6	-6.7	1.7	0.8
O=C(N/N=C/c1ccc([N+](=O)[O-])o1)c1ccccc1NS(=O)(=O)c1cccs1	-22.0	0.9	-2.7	2.8	2.1	-1.9	-7.2	34.4	0.3
O=C(NN1C(=O)c2ccccc2NC1c1ccccn1)c1ccccc1 (stereo not given)	11.3	4.1	1.8	6.9	-0.1	3.6	-11.2	2.4	0.7
O=C(Nc1ccc2c(c1)OCCO2)C1CCN(S(=O)(=O)Cc2ccccc2)CC1	-8.8	-2.3	0.0	3.2	-0.8	-1.0	2.6	-0.7	0.4
CN(C)c1ccc(N/C=C/C(=O)C(C)(C)C)cc1	4.9	10.5	-0.4	18.6	-0.3	-2.3	3.7	1.0	-0.9
Cc1ccc(-c2cc(-c3ccccc3Cl)[nH]n2)c(O)c1	-1.6	0.6	-1.5	20.4	0.3	1.4	-16.2	5.5	0.4
O=C(NCC(=O)N(Cc1ccccc1)C(C(=O)NC1CCCC1)c1cccnc1)c1ccco1 (stereo not given)	-6.6	-2.8	-1.1	12.7	-0.2	4.6	-5.0	11.1	-0.9

# (list continues)
Molecule	EP2 modulator	Runt-CBFb FRET	TNF necrop inh	PGE2 EP2 inh	PERK inhibitor	Runt-SMMHC FRET	RBBP9 inhibitor	Hck Nef HTS	zVAD death inh
CC12CC3CC(C)(C1)CC(C(=O)NCc1ccco1)(C3)C2	-19.5	1.3	-1.6	8.6	-0.5	0.7	-4.1	6.8	5.9
NC(=O)Nc1ccc(C(=O)OCC(=O)NC2CCCCC2)cc1	4.3	0.9	0.0	7.2	0.1	-1.0	-2.6	21.0	60.8
COc1ccc2c(c1)C(=O)[C@@H](OC(=O)NCc1ccc3c(c1)OCO3)[C@H](c1ccc(OC)c(Br)c1)O2	6.7	-2.2	1.7	-5.8	-0.6	-1.7	-18.4	-6.3	7.6
O=Cc1ccc(-c2ccccc2OC(F)(F)F)o1	60.1	0.3	-0.3	9.9	-0.2	-0.3	6.4	0.6	-0.9
Cc1ccc(OCC(=O)NNC(=O)C2CCN(c3nc(C)cc(C)n3)CC2)cc1	20.9	-2.1	-1.5	17.1	1.7	2.5	3.0	0.1	0.3
CCS(=O)(=O)n1nc(-c2ccc(Cl)cc2)nc1SCc1ccccc1	-11.6	0.2	2.6	5.7	-0.1	-0.4	-5.0	6.3	1.2
O=C(O)c1ccc(NS(=O)(=O)c2ccc3c(c2)C(=O)c2ccccc2C3=O)cc1	12.6	2.0	0.8	12.2	0.4	-0.3	-0.3	21.0	2.6
COC(=O)c1ccc(NC(=O)C23CC4CC(C2)CC(n2cncn2)(C4)C3)cc1	-56.7	-1.7	-2.5	9.9	-0.5	-3.8	1.3	8.9	1.4
CN(C)c1cccc(NC(=O)Cc2ccc(F)cc2)c1	7.0	6.4	4.6	-4.8	0.0	-1.3	1.2	2.2	5.2
CN1CCN(S(=O)(=O)c2ccc(N(C)Cc3cccs3)nc2)CC1	-11.3	0.9	-1.2	5.7	0.0	-6.5	-6.6	1.5	0.2
N=C(N)N1CCc2ccccc21	15.2	0.2	0.6	13.1	0.9	0.8	-11.5	25.4	0.5
Nc1ccc(S(=O)(=O)Nc2nccc(/C=C/c3ccccc3F)n2)cc1	7.5	-1.3	0.1	2.9	0.3	2.0	1.3	14.5	1.7
C/C(=N\NC(=O)c1cc2ccccc2cc1O)c1cc2ccccc2o1	-36.8	-10.4	-1.2	27.7	-0.3	-49.3	-2.0	8.4	0.5
Cc1cccc(C)c1NC(=S)N1CCOCC1	-37.3	-1.9	-2.0	11.1	0.9	-1.5	2.0	3.9	-0.3
N=c1c[n+](-c2ccc(Cl)cc2)[n-]o1	3.3	-0.7	1.6	4.9	0.3	-5.6	-7.6	0.1	-0.1

# Later entries.
Molecule	EP2 modulator	Runt-CBFb FRET	TNF necrop inh	PGE2 EP2 inh	PERK inhibitor	Runt-SMMHC FRET	RBBP9 inhibitor	Hck Nef HTS	zVAD death inh
CC(=O)OC(C)C(=O)NS(=O)(=O)c1ccc(C)cc1 (stereo not given)	23.4	-1.9	1.1	7.2	0.6	-1.5	4.2	14.1	0.6
COCCNc1ncnc2c1cnn2-c1ccc(Cl)cc1	-10.7	x	-0.5	5.7	-0.7	-0.4	0.2	0.2	-0.1
Cc1cc(NC(=O)CN2CCN(c3ccc(O)cc3)CC2)no1	5.5	x	-2.2	4.6	-0.4	31.9	4.0	0.7	0.1
CCOC(=O)c1c(NC(=O)C(=O)N/N=C/c2ccccc2OC)sc2c1CCCCC2	3.7	-35.8	1.9	8.3	1.0	-41.9	6.7	1.8	2.0
O=C(CN1CCN(Cc2ccc(Cl)cc2)C1=O)NCCCN1CCOCC1	11.1	2.5	0.9	11.1	0.2	-1.6	-5.9	1.3	-1.0
Cc1nccc2[nH]c(=O)c(C(=O)NC(C)CCc3ccccc3)cc12 (stereo not given)	-44.1	-6.5	1.0	5.7	0.2	1.9	0.4	5.9	-0.6
CCC(C)NC(=O)c1cc(C)no1 (stereo not given)	14.1	1.7	-0.4	5.0	0.6	1.1	3.7	0.8	1.2
Cc1cccc(CCNS(=O)(=O)c2ccc3c(c2)n(C)c(=O)c(=O)n3C)c1	3.1	1.0	0.3	12.7	0.4	-3.4	-2.6	2.0	-0.2
CCS(=O)(=O)N1Cc2ccccc2CC1C(=O)Nc1nnc(SCc2c(Cl)cccc2Cl)s1 (stereo not given)	-9.7	-1.1	0.6	5.0	-0.4	-3.3	-11.1	-1.1	0.5
COc1cc(NS(=O)(=O)c2ccccc2)ccc1-n1nc(C)cc1C	5.9	-0.1	-1.1	6.2	0.1	-0.7	-4.3	0.7	0.0
CC1CC(C)CN(C(=O)COC(=O)CCc2nc3ccccc3c(=O)[nH]2)C1 (stereo not given)	0.8	0.8	1.1	4.3	0.4	-6.4	4.6	5.0	0.4

# Whole records as entered above. Order of values: EP2 modulator | Runt-CBFb FRET | TNF necrop inh | PGE2 EP2 inh | PERK inhibitor | Runt-SMMHC FRET | RBBP9 inhibitor | Hck Nef HTS | zVAD death inh
# Results for `Cc1nccc2[nH]c(=O)c(C(=O)NC(C)CCc3ccccc3)cc12` (stereo not given) : -44.1 | -6.5 | 1.0 | 5.7 | 0.2 | 1.9 | 0.4 | 5.9 | -0.6
# Results for `O=C(CN1CCN(Cc2ccc(Cl)cc2)C1=O)NCCCN1CCOCC1` : 11.1 | 2.5 | 0.9 | 11.1 | 0.2 | -1.6 | -5.9 | 1.3 | -1.0

# Some of the compounds tested; count on the stated rates, not on these rows.
